CAL PDZ FP-1: blocks peptide binding to the human CAL PDZ domain. actives 0.92% (n = 300,000). AID 602252. Q9HD26. inhibition, % at 24.9 µM. purified CAL PDZ, TMR-peptide fluorescence polarization, 1 h;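 active = mean inhibition of at least 30% with at least half of replicates also reaching 30%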;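 note: 0% = DMSO neutral control and 100% = excess unlabeled competitor peptide PRC23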
Keap1-Nrf2 PPI: Keap1-Nrf2 (human) interaction inhibition; Q14145; inhibition, % at 9.4 µM; Keap1 Kelch-Nrf2 peptide fluorescence polarization, 1536-well; AID 504523; actives 0.15% (n = 340,000); in the data active = inhibition above about 12%;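 note: human Keap1 Kelch domain with fluorescein labeled Nrf2 9mer peptide probe; 0% = neutral control wells and 100% = peptide positive control; higher means more block of Keap1 binding to Nrf2 peptide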
Target sequence (Q14145 whole entry, looked up, the tested form may be a part): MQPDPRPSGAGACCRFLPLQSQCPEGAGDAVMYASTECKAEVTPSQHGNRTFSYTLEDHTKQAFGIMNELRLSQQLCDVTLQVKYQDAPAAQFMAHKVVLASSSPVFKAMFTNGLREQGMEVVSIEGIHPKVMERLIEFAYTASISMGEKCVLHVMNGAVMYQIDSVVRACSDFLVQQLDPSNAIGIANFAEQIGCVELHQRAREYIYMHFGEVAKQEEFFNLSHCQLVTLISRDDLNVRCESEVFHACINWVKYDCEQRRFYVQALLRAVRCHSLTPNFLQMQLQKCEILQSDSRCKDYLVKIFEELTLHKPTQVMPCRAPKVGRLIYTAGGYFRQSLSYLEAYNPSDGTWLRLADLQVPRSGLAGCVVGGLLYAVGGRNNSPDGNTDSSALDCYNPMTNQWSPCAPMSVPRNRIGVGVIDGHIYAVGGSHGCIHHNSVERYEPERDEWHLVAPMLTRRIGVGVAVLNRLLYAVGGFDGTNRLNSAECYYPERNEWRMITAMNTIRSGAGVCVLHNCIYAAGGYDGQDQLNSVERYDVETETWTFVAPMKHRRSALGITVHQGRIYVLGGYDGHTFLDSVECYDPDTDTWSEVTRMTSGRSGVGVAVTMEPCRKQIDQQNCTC
RTF Ca sens act: cardiac RTF calcium sensitization; P19429+P45379; IANBD-labeled TnC RTF fluorescence at EC20 calcium; 0% EC20 calcium, 100% full calcium; activation, % at 7.2 µM; actives 0.24% (n = 340,000); AID 493008;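 active = activation above the mean over all tested compounds plus 3 SD, cut at about 30% in these data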;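 note: rise in fluorescence read as greater calcium sensitivity of cardiac thin filaments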
SR-BI uptake up: SR-BI HDL lipid transfer activation; CHO ldlA[mSR-BI] cells, DiI-HDL uptake fluorescence, 3 h; 100 = double the neutral-control signal; activation, % at 12.5 µM; actives 0.096% (n = 320,000); AID 504775;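 active = mean replicate activation of at least 60% and every replicate at or above 60%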;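 note: 0% = median plate neutral-control signal and 100% = twice that signal; values of inactives mirror those of a sister screen read the other way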
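system = CHO ldlA[mSR-BI] cells, LDL receptor-null, SR-BI overexpressing | medium = Ham's F12 with 0.5% BSA, HEPES 25 mM, pH 7.4 | probe or stimulus = DiI-HDL 10 µg/mL | compound dosing = single-point compound dose | incubation = compound exposure 3 h, 37 °C | technique = DiI fluorescence, bottom read | read-out = cell-associated DiI fluorescence as measure of HDL uptake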
LANA DNA inh: KSHV C-LANA DNA binding inhibition; AID 504423; MBP-C-LANA/FAM-LBS DNA binding, fluorescence polarization; actives 0.078% (n = 340,000); inhibition, % at 9 µM;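 active = highest replicate inhibition at or above 60% at 9 µM, even if other replicates fall short; inactive = all replicates below 60% inhibition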;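 note: 0% = neutral control wells and 100% = 4 µM acridine orange control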
Cardiac RTF inh: cardiac RTF calcium desensitization | inhibition, % at 7.15 µM | IANBD-labeled cardiac RTF, Ca2+ fluorescence | actives 0.12% (n = 340,000) | P19429+P45379;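 active = inhibition above the mean inhibition of all tested compounds plus 3 SD, cut at about 17% in these data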;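 note: assay run at fixed EC70 calcium of 1.6 mM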
PKA-R2B activ: activates the human PKA-R2B holoenzyme complex | P22694+P31323 | PKA-R2B holoenzyme dissociation, Cy5-IP20 fluorescence polarization; R2B truncated from residue 108, S112A mutant; 0% DMSO only, 100% 113 µM cGMP | activation, % at 11.4 µM | actives 0.079% (n = 340,000);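 active = activation above a cutoff set at the mean over all compounds plus 3 SD, cut at about 18% in these data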;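 note: higher means more holoenzyme dissociation and a rise in polarization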
Rtt109 HAT inh: C. albicans Rtt109 histone acetyltransferase inhibition; AID 540336; Q5AAJ8; inhibition, % at 34.9 µM; purified Rtt109/Vps75, ThioGlo CoA-SH fluorescence, 4 h; actives 0.16% (n = 330,000);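 active = inhibition of at least 50% in every replicate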
Target sequence (Q5AAJ8 whole entry, looked up): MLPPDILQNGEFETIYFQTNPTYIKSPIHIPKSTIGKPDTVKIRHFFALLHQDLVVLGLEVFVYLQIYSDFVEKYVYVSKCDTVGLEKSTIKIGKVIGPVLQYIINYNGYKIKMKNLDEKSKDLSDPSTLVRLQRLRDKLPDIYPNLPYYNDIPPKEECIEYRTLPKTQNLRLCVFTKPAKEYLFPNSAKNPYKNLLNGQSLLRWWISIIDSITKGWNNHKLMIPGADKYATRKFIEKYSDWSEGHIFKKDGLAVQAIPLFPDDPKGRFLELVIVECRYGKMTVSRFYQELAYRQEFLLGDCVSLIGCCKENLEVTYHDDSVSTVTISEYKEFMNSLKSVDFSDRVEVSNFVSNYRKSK
CAL PDZ FP-2: human CAL PDZ-peptide interaction inhibition; inhibition, % at 20 µM; Q9HD26; AID 504414; actives 0.02% (n = 330,000); purified CAL PDZ, TMR-peptide fluorescence polarization, 1 h;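 active = highest replicate inhibition of at least 40%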;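 note: plate controls were DMSO neutral control wells for no effect and unlabeled competitor peptide control wells for full effect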
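Read-out basis: mP drop reported as inhibition | Assay system: Tagged CAL PDZ protein CerCALP, purified | Benchmarks: Unlabelled peptide for full inhibition, DMSO wells as neutral | Schedule: 1 h incubation at room temperature before polarization reading | Buffer or medium: Sodium phosphate/NaCl buffer pH 7.4 with TCEP, IgG, Thesit | Doses: Single point, 20 µM | Measured by: Fluorescence polarization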
DAGLB inhibitor: blocks human DAGLB lipase activity; Q8NCG7; HEK293T DAGLB membrane lysate, EnzChek fluorogenic substrate; inhibition, % at 5.17 µM; actives 0.059% (n = 340,000); AID 504411; in the data active = inhibition above about 34%;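 note: 0% = enzyme with vehicle and 100% = wells lacking enzyme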
The depositor's hits bear a star.

Results for COc1ccc(CCNC(=O)c2cccc(S(=O)(=O)N3CCc4ccccc4C3)c2)cc1 ?
CAL PDZ FP-1: 4; Keap1-Nrf2 PPI: 0; RTF Ca sens act: -3; SR-BI uptake up: -53; LANA DNA inh: -1.5; Cardiac RTF inh: -4; PKA-R2B activ: -2; Rtt109 HAT inh: -9; CAL PDZ FP-2: -0.4; DAGLB inhibitor: -1

How did O=C(NCc1ccncc1)c1ccc(NS(=O)(=O)c2ccccc2)cc1 do in these assays?
CAL PDZ FP-1: 8; Keap1-Nrf2 PPI: -1; RTF Ca sens act: 5; SR-BI uptake up: 12; LANA DNA inh: -0.6; Cardiac RTF inh: -1; PKA-R2B activ: 2; Rtt109 HAT inh: -4; CAL PDZ FP-2: 1.5; DAGLB inhibitor: -3

How did CCc1cc2c(=O)c(-c3nc4ccccc4[nH]3)coc2cc1OC(=O)N1CCOCC1 do in these assays?
CAL PDZ FP-1: -2; Keap1-Nrf2 PPI: 2; RTF Ca sens act: 1; SR-BI uptake up: -27; LANA DNA inh: 0.2; Cardiac RTF inh: -6; PKA-R2B activ: -8; Rtt109 HAT inh: -4; CAL PDZ FP-2: -0.9; DAGLB inhibitor: 1

Results for COc1ccc(-c2c(-c3ccc(OC)c(F)c3)c3ccccc3n2C)cc1 ?
CAL PDZ FP-1: -4; Keap1-Nrf2 PPI: -4; RTF Ca sens act: -9; SR-BI uptake up: -65; LANA DNA inh: -9.3; Cardiac RTF inh: -12; PKA-R2B activ: -3; Rtt109 HAT inh: 2; CAL PDZ FP-2: -1.0; DAGLB inhibitor: -6

Results for Clc1ccc(C2=CSC3=NCCN23)c(Cl)c1 ?
CAL PDZ FP-1: -3; Keap1-Nrf2 PPI: 0; RTF Ca sens act: 11; LANA DNA inh: 0.3; Cardiac RTF inh: 2; PKA-R2B activ: -1; CAL PDZ FP-2: 1.2; DAGLB inhibitor: -2

Results for CCc1ccc2nc(N3C(=O)C(O)=C(C(=O)c4ccco4)C3c3cccs3)sc2c1 (centres undefined) ?
CAL PDZ FP-1: -1; Keap1-Nrf2 PPI: -5; RTF Ca sens act: -1; SR-BI uptake up: 1; LANA DNA inh: 1.7; Cardiac RTF inh: -2; PKA-R2B activ: -1; Rtt109 HAT inh: -5; CAL PDZ FP-2: -1.3; DAGLB inhibitor: 11

What do the screens show for `CCOC(=O)c1cnc2c(C#N)cnn2c1N`?
CAL PDZ FP-1: -3; Keap1-Nrf2 PPI: -1; RTF Ca sens act: 4; SR-BI uptake up: -3; LANA DNA inh: 0.2; Cardiac RTF inh: 7; PKA-R2B activ: -8; Rtt109 HAT inh: 6; CAL PDZ FP-2: -2.4; DAGLB inhibitor: 0

Results for COc1ccccc1-n1ccnc1SCC(=O)NCC1CCCO1 (centres undefined) ?
CAL PDZ FP-1: -1; Keap1-Nrf2 PPI: 0; RTF Ca sens act: -2; SR-BI uptake up: -7; LANA DNA inh: -0.6; Cardiac RTF inh: -1; PKA-R2B activ: -2; Rtt109 HAT inh: 1; CAL PDZ FP-2: -1.9; DAGLB inhibitor: 0

How did Cc1ccc(NC(=O)CN(C)C(=O)CCOc2ccccc2C)cc1 do in these assays?
CAL PDZ FP-1: -6; Keap1-Nrf2 PPI: -7; RTF Ca sens act: 3; SR-BI uptake up: 26; LANA DNA inh: -1.4; Cardiac RTF inh: -18; PKA-R2B activ: -7; Rtt109 HAT inh: 4; CAL PDZ FP-2: -1.9; DAGLB inhibitor: -1

What do the screens show for `O=[N+]([O-])c1ccc(N2CCN(c3ccccn3)CC2)c(Cl)c1`?
CAL PDZ FP-1: -3; Keap1-Nrf2 PPI: 3; RTF Ca sens act: -3; LANA DNA inh: 0.2; Cardiac RTF inh: -11; PKA-R2B activ: 13; Rtt109 HAT inh: 7; CAL PDZ FP-2: -1.1; DAGLB inhibitor: -4

Results for COc1ccc(NC(=S)N(CCO)Cc2ccccc2)cc1 ?
CAL PDZ FP-1: 1; Keap1-Nrf2 PPI: -4; RTF Ca sens act: 1; SR-BI uptake up: 1; LANA DNA inh: -1.2; Cardiac RTF inh: 2; PKA-R2B activ: 4; Rtt109 HAT inh: 1; CAL PDZ FP-2: 0.0; DAGLB inhibitor: -3

What do the screens show for `O=C(NN=Cc1cc([N+](=O)[O-])ccc1O)c1cccc2ccccc12`?
CAL PDZ FP-1: -5; Keap1-Nrf2 PPI: -2; RTF Ca sens act: -1; SR-BI uptake up: -134; LANA DNA inh: 0.5; Cardiac RTF inh: -8; PKA-R2B activ: 3; Rtt109 HAT inh: 0; CAL PDZ FP-2: 0.2; DAGLB inhibitor: 15

How did O=C(CC(=O)c1ccccc1)c1ccccc1 do in these assays?
CAL PDZ FP-1: -4; Keap1-Nrf2 PPI: -2; RTF Ca sens act: -3; SR-BI uptake up: -1; LANA DNA inh: 0.9; Cardiac RTF inh: -4; PKA-R2B activ: -12; Rtt109 HAT inh: -2; CAL PDZ FP-2: -1.1; DAGLB inhibitor: -9

How did COC(=O)[C@H](Cc1ccc(O)cc1)NC(=O)Cn1ccc(NC(=O)OCc2ccccc2)nc1=O do in these assays?
CAL PDZ FP-1: -4; Keap1-Nrf2 PPI: 3; RTF Ca sens act: 0; SR-BI uptake up: 2; LANA DNA inh: -2.9; Cardiac RTF inh: 1; PKA-R2B activ: -4; Rtt109 HAT inh: -27; CAL PDZ FP-2: -0.8; DAGLB inhibitor: -4

What do the screens show for `CC1CCC2(CC1)NC(=O)N(NC(=O)CCl)C2=O` (centres undefined)?
CAL PDZ FP-1: 1; Keap1-Nrf2 PPI: -5; RTF Ca sens act: 5; SR-BI uptake up: 5; LANA DNA inh: -0.5; Cardiac RTF inh: -8; PKA-R2B activ: -4; Rtt109 HAT inh: 0; DAGLB inhibitor: 1

Reprinted at random: 2 entries already listed.
How did O=C(CC(=O)c1ccccc1)c1ccccc1 do in these assays?
CAL PDZ FP-1: -4; Keap1-Nrf2 PPI: -2; RTF Ca sens act: -3; SR-BI uptake up: -1; LANA DNA inh: 0.9; Cardiac RTF inh: -4; PKA-R2B activ: -12; Rtt109 HAT inh: -2; CAL PDZ FP-2: -1.1; DAGLB inhibitor: -9

How did O=C(NCc1ccncc1)c1ccc(NS(=O)(=O)c2ccccc2)cc1 do in these assays?
CAL PDZ FP-1: 8; Keap1-Nrf2 PPI: -1; RTF Ca sens act: 5; SR-BI uptake up: 12; LANA DNA inh: -0.6; Cardiac RTF inh: -1; PKA-R2B activ: 2; Rtt109 HAT inh: -4; CAL PDZ FP-2: 1.5; DAGLB inhibitor: -3

Continuation:
How did COc1ccc(CCNC(=O)c2cc(-c3ccncc3)nc3c(Cl)cccc23)cc1OC do in these assays?
CAL PDZ FP-1: -2; Keap1-Nrf2 PPI: -3; RTF Ca sens act: 2; SR-BI uptake up: -53; LANA DNA inh: -2.0; Cardiac RTF inh: -9; PKA-R2B activ: 6; Rtt109 HAT inh: 2; CAL PDZ FP-2: -2.8; DAGLB inhibitor: -9

What do the screens show for `Cc1nn(CC(=O)N2CCC(C(N)=O)CC2)c(=O)c2nn(-c3ccccc3)c(C)c12`?
Keap1-Nrf2 PPI: -3; RTF Ca sens act: -2; SR-BI uptake up: 40; LANA DNA inh: 0.5; Cardiac RTF inh: -1; PKA-R2B activ: -2; Rtt109 HAT inh: -29; CAL PDZ FP-2: -0.3; DAGLB inhibitor: -2

How did Cc1ccc(Nc2nc3ccccc3s2)c(C)c1 do in these assays?
CAL PDZ FP-1: -1; Keap1-Nrf2 PPI: 1; RTF Ca sens act: -7; SR-BI uptake up: 32; LANA DNA inh: 1.4; Cardiac RTF inh: -2; PKA-R2B activ: -19; Rtt109 HAT inh: 3; CAL PDZ FP-2: -0.5; DAGLB inhibitor: -3

How did O=C(NC1CCCCCC1)c1ccc(=O)n(Cc2ccccc2)n1 do in these assays?
Keap1-Nrf2 PPI: -3; RTF Ca sens act: 5; SR-BI uptake up: 4; LANA DNA inh: -0.3; Cardiac RTF inh: 5; PKA-R2B activ: 5; Rtt109 HAT inh: -9; CAL PDZ FP-2: 0.4; DAGLB inhibitor: 0

Results for O=C(O)CCSc1nnc(COc2ccc([N+](=O)[O-])cc2)n1-c1ccccc1 ?
CAL PDZ FP-1: -3; Keap1-Nrf2 PPI: 1; RTF Ca sens act: 0; SR-BI uptake up: 19; LANA DNA inh: 1.0; Cardiac RTF inh: 4; PKA-R2B activ: -8; CAL PDZ FP-2: 1.0; DAGLB inhibitor: 0

Results for COc1ccc([N+](=O)[O-])cc1N(CC(=O)NC(C(C)C)C(C)C)S(C)(=O)=O ?
CAL PDZ FP-1: 2; Keap1-Nrf2 PPI: -1; RTF Ca sens act: 4; SR-BI uptake up: 7; LANA DNA inh: 0.7; Cardiac RTF inh: -6; PKA-R2B activ: 3; Rtt109 HAT inh: 2; DAGLB inhibitor: 0

What do the screens show for `c1ccc2sc(N3CCOCC3)nc2c1`?
CAL PDZ FP-1: 2; Keap1-Nrf2 PPI: -4; RTF Ca sens act: 6; SR-BI uptake up: 1; LANA DNA inh: -1.3; Cardiac RTF inh: 0; PKA-R2B activ: -9; Rtt109 HAT inh: -3; DAGLB inhibitor: -2

How did Cc1cccc(N=Cc2cc(Br)cc(Cl)c2O)c1 do in these assays?
CAL PDZ FP-1: 0; Keap1-Nrf2 PPI: -3; RTF Ca sens act: -2; SR-BI uptake up: 9; LANA DNA inh: -1.5; Cardiac RTF inh: -6; PKA-R2B activ: 9; Rtt109 HAT inh: 3; DAGLB inhibitor: 6

What do the screens show for `Cc1ccc2nc(SCC(=O)c3c(N)n(C4CC4)c(=O)[nH]c3=O)[nH]c2c1`?
CAL PDZ FP-1: 4; RTF Ca sens act: -5; SR-BI uptake up: 14; Cardiac RTF inh: 6; PKA-R2B activ: -1; CAL PDZ FP-2: -2.3; DAGLB inhibitor: 1

What do the screens show for `CCOC(=O)c1cc(=O)n2[nH]c(-c3ccc(C)cc3)cc2n1`?
CAL PDZ FP-1: -3; Keap1-Nrf2 PPI: -1; RTF Ca sens act: 7; SR-BI uptake up: 15; LANA DNA inh: -0.1; Cardiac RTF inh: 1; PKA-R2B activ: 0; Rtt109 HAT inh: 4; CAL PDZ FP-2: -0.4; DAGLB inhibitor: -1

How did CN(C)S(=O)(=O)c1cccc(NC(=S)N(CCC#N)Cc2cccnc2)c1 do in these assays?
CAL PDZ FP-1: 3; Keap1-Nrf2 PPI: 1; RTF Ca sens act: 0; SR-BI uptake up: 5; LANA DNA inh: -0.4; Cardiac RTF inh: -13; PKA-R2B activ: -2; Rtt109 HAT inh: -5; CAL PDZ FP-2: -4.5; DAGLB inhibitor: 0

Results for CC(C)n1nnnc1SCC(=O)NNC(=O)C1CCCCC1 ?
CAL PDZ FP-1: -3; Keap1-Nrf2 PPI: -1; RTF Ca sens act: 2; SR-BI uptake up: 0; LANA DNA inh: -2.9; Cardiac RTF inh: -3; PKA-R2B activ: 13; Rtt109 HAT inh: -15; CAL PDZ FP-2: 0.1; DAGLB inhibitor: 6

Screens deposited in PubChem by several laboratories.
